PABP1 MLLE inh: inhibitors of PABP1 MLLE–PAM2 peptide binding, primary screen, biochemical, fluorescence polarization, FITC-PAM2, GST-MLLE; inhibition, % at 20 µM; hit rate 0.36% among 360,000; AID 588489, 2011; in the data active = inhibition above about 35%, passing the limit was not always enough;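 also: plate controls were DMSO wells with GST-MLLE for no effect and wells lacking GST-MLLE protein for full effect; some results filed as inactive read as strong as hits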
Target sequence (P11940 whole entry, looked up): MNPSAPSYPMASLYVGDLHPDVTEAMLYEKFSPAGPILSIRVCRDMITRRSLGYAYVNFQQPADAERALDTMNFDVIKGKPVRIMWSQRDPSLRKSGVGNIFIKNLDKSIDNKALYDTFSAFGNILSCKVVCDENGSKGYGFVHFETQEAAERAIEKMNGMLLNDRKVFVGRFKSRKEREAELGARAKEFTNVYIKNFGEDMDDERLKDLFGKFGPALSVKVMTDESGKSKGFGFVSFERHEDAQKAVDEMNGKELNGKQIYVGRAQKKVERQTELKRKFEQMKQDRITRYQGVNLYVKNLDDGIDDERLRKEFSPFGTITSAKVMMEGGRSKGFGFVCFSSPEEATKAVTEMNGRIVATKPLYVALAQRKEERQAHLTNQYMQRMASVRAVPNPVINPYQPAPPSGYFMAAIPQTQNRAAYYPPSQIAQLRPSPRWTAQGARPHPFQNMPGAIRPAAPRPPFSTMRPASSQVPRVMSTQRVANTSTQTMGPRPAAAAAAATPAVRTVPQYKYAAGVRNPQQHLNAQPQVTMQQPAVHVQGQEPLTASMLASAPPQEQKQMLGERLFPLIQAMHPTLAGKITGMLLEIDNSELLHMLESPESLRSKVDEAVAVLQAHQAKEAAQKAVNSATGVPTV
MT1-MMP act inh: blockers of MT1-MMP proenzyme processing, primary screen, HT1080 RFP-PRO-GFP cells, GFP/RFP fluorescence | Matrix metalloproteinase-14 (Homo sapiens), P50281 | hit rate 0.061% among 360,000 | GFP/RFP ratio change, % at 20 µM | GFP/RFP ratio fluorescence, overnight; percent of plate control window, DMSO zero;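 active = GFP/RFP ratio change of at least 30% with cell ATP level not reduced by more than half and red fluorescence within 50% of control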; also: strong numbers were not always called active
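Assay system: HT1080 RFP-PRO-GFP cells. Benchmarks: DMSO vehicle wells and RFP-L50D-GFP reporter cell wells. Times: overnight cell settling, then overnight compound exposure, 37 °C, 5% CO2. Compound: 20 µM single dose, 1% DMSO. Read-out basis: GFP/RFP fluorescence ratio.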
NadD block: inhibitors of S. aureus NadD, primary screen, biochemical, colorimetric, uHTS; Nicotinate-nucleotide adenylyltransferase NadD (Staphylococcus aureus N315); purified NadD enzyme, colorimetric absorbance read-out; inhibition, % at 20 µM; hit rate 0.78% among 360,000; in the data active = inhibition above about 26%; also: some compounds past the cut are filed as inactive
Rpn11 inh: Rpn11 (PSMD14) deubiquitinase inhibitors, primary screen, biochemical, fluorescence polarization, uHTS; human 26S proteasome, Ub4-pepOG fluorescence polarization; 20S core pre-blocked with epoxomicin; 26S proteasome non-ATPase regulatory subunit 14 (Homo sapiens), O00487; AID 588493, 2011; hit rate 0.59% among 360,000; calls only at 20 µM;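 active = inhibition at 20 µM, scaled to each plate's controls, above about 33%, limit read from the data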
Rin1-Abl PPI inh: inhibitors of Rin1-Abl protein binding, primary screen, biochemical, TR-FRET; Tyrosine-protein kinase ABL1 (Homo sapiens) + Ras and Rab interactor 1 (Homo sapiens), …; inhibition, % at 7.35 µM; hit rate 0.4% among 360,000; AID 588664, 2011; in the data active = inhibition above about 5%, passing the limit was not always enough
CSN inh: inhibitors of CSN-mediated cullin deneddylation, primary screen, biochemical, fluorescence polarization, uHTS | hit rate 0.38% among 360,000 | Purified CSN, SCF-Nedd8-OG deneddylation | inhibition, % at 12.5 µM | COP9 signalosome complex subunit 5 (Homo sapiens), Q92905;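 active = pattern-corrected inhibition above about 35%, with an unprinted fluorescence ratio check between 0.5 and 1.5, limit read from the data, passing the limit was not always enough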;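 also: 0% = enzyme with substrate and 100% = substrate without enzyme; some results filed as inactive read as strong as hits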
Target sequence (Q92905 whole entry, looked up, one chain of several): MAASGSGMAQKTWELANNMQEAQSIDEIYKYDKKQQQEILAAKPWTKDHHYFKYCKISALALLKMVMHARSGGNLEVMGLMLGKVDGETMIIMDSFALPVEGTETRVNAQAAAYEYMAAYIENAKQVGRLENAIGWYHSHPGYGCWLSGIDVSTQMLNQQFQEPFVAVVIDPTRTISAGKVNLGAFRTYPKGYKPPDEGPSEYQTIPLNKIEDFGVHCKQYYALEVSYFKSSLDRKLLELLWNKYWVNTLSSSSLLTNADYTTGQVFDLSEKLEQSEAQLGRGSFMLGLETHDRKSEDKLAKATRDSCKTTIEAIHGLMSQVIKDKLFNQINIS
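test system = HEK293T-derived human Csn5 enzyme | amount = 0.24 nM Csn5 enzyme, final concentration | medium = Tris/NaCl/DTT buffer, pH 7.5 | schedule = 90 min reaction at room temperature | signal = FP | evaluation = inhibition of Csn5 cleavage, % | compound dosing = single dose of 12.5 µM compound with 0.25% DMSO | probe or stimulus = 10 nM SCFSkp2-Nedd8OG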
SKN-1 inh: suppressors of acrylamide-induced Pgst-4::GFP reporter in worms, primary screen, SKN-1 inhibitor project, whole organism, uHTS, GFP/RFP fluorescence ratio, strain VP596; hit rate 0.49% among 360,000; inhibition, % at 21.8 µM; AID 624304, 2012; C. elegans VP596 Pgst-4::GFP/RFP ratio, 24 h;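 active = interference check ratio from 0.5 to 1.5 plus GFP to RFP signal ratio inhibition reaching or exceeding a fixed threshold, cut at about 30% in these data, passing the limit was not always enough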; also: some compounds called inactive have numbers as strong as hits
FAS TE block: FAS thioesterase domain inhibitors, primary screen, biochemical, fluorescence intensity, uHTS; Fatty acid synthase (Homo sapiens), P49327; recombinant FAS-TE, OMFH fluorogenic substrate, fluorescence endpoint; inhibition, % at 15 µM; hit rate 0.67% among 360,000;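 active = compounds whose normalised, plate-corrected inhibition of enzyme fluorescence in the single-dose primary screen is 50% or more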;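 also: 0% = DMSO with enzyme and 100% = substrate without enzyme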
Neddyl block: inhibitors of cullin neddylation, primary screen, biochemical, TR-FRET, uHTS, NAE and Ubc12 | NEDD8-conjugating enzyme Ubc12 (Homo sapiens) + NEDD8-activating enzyme E1 regulatory … | calls only at 25 µM | hit rate 0.58% among 360,000 | AID 651699, 2012; in the data active = inhibition above about 36%
* = called active by the depositor; i = inactive; . = not tested or not shown; + = active, no number. Hits appear at their usual frequency (roughly 3.9% active in at least one column).

SMILES	PABP1 MLLE inh	MT1-MMP act inh	NadD block	Rpn11 inh	Rin1-Abl PPI inh	CSN inh	SKN-1 inh	FAS TE block	Neddyl block
CCOc1ccc(S(=O)(=O)N2Cc3ccccc3CC2C(=O)NCCCn2ccnc2)cc1 (centres undefined)	8	2	1	i	0	-3	26	-11	i
CC(C)(C)NC(=S)NNC(=O)c1ccccc1Cl	10	3	-1	i	3	-17	6	-11	i
Cc1ccc(Cl)cc1NC(=O)CSc1nncn1-c1ccccn1	10	1	-8	i	0	1	6	-1	i
CCCOc1ccccc1NC(=O)/C=C/C(N)=O	28	2	7	i	0	-2	14	-9	i
Cc1cnc(CNC(=O)CC2C(=O)NCCN2Cc2ccccc2C(F)(F)F)cn1 (centres undefined)	26	-1	3	i	-2	-4	22	-8	i
CCOC1=C2CN(S(=O)(=O)c3ccc(C)cc3)[C@H](c3cccc4ccccc34)C[C@H]2C(C#N)(C#N)C(C#N)(C#N)C1	6	3	30*	i	4	0	19	63*	i
COc1ccc(Cl)cc1NC(=O)C(C)N(C)Cc1cccc(Cl)c1Cl (centres undefined)	0	-1	9	i	0	-8	17	42	i
Cc1cccc(OCc2nnc(SCC(=O)Nc3cccc(C(=O)N4CCOCC4)c3)n2C)c1	-8	-2	-6	i	4	-5	3	-9	i
CNc1ccc([N+](=O)[O-])cc1	-7	3	0	i	-1	-1	8	1	i
Cc1cc(C)n(/C(=C\N(C)C)C(=O)c2cccc([N+](=O)[O-])c2)n1	7	1	-4	i	0	4	0	-5	i
O=C(CN1C(=O)c2ccccc2C1=O)N(CCO)Cc1ccccc1	-1	-2	-4	i	3	-1	8	-4	i
COc1ccc(C(=O)N/C(N)=N/c2nc3ccccc3o2)cc1	2	2	-5	i	-4	-1	13	-4	i
O=C(O)c1ccc(-n2cccc2/C=N\NC(=O)c2cc3cc(Br)ccc3o2)cc1	-7	3	5	i	-2	43*	-1	11	+
O=c1c(Cc2c(F)cccc2Cl)c(O)ccn1CCCN1CCOCC1	-9	2	3	i	-1	-1	4	-5	i
Oc1cc2c(cc1CN1CCc3ccccc3C1)OCO2	16	1	-7	i	4	-6	-3	-7	i
COCCNc1nc(Oc2cccc(F)c2)c2sccc2n1	7	-3	3	i	-4	1	-2	-1	i
CC12CN(S(=O)(=O)c3ccccc3)CC(C)(CN(S(=O)(=O)c3ccccc3)C1)C2	-1	-5	-2	i	-3	-2	-9	-7	i
Cc1cc(C(=O)N2CCN(c3ccccc3Cl)CC2)c(C)o1	-5	-4	2	i	-3	-4	-13	4	i
Cc1nc2ccc(NC(=O)c3ccc(S(=O)(=O)N(C)c4ccccc4)cc3)cc2s1	-6	-6	4	i	-2	1	5	21	i
CNS(=O)(=O)c1cccc(C(=O)OCC(=O)N(Cc2ccccc2)C(C)(C)C)c1	-16	-4	-11	i	-1	4	-5	2	i
O=C(Cn1ncn2c(cc3ccccc32)c1=O)NCCC1=CCCCC1	-1	-5	8	i	5	8	5	5	i
COc1ccc(C(=O)Nc2nc3cc(OC)c(OC)cc3c(=O)[nH]2)cc1	-3	0	-5	i	0	11	-6	-8	i
Cc1cnc(CNC(=O)c2ccc3sc([C@H]4C[C@H](O)[C@@H](CO)O4)nc3c2)cn1	0	1	0	i	-3	1	3	-10	i
Cc1ccc(/C(O)=C2/C(=O)C(=O)N(CCN3CCOCC3)C2c2ccccn2)cc1 (centres undefined)	11	-1	-3	i	1	-1	24	-8	i
COC(=O)c1ccccc1NC(=O)Nc1nnc(N2CCCCC2C)s1 (centres undefined)	-8	2	-3	i	0	0	-15	-9	i
CCN(Cc1nc2cc(Cl)ccc2c(=O)[nH]1)C(=O)C1CC(=O)N(c2cccc3ccccc23)C1 (centres undefined)	-20	-4	9	i	-1	3	6	-3	i
CCOc1ccc(NS(=O)(=O)c2cccc(C(=O)N(C)Cc3ccco3)c2)cc1	-9	1	1	i	1	9	4	1	i
Cc1c(C(=O)NCc2ccc3c(c2)OCO3)sc2nc(-c3ccccc3)cn12	9	-3	13	i	-1	-4	12	20	i
COc1cc(CCC(=O)OCC(=O)Nc2ccccc2C(C)C)cc(OC)c1OC	-2	-4	-4	i	-3	-10	-3	-1	i
Cc1occc1-c1nnc(SCC(=O)NC2CC2)n1C(C)C	-8	1	-1	i	1	3	19	-7	i

Whole records, looked up by structure. Order of screens: PABP1 MLLE inh | MT1-MMP act inh | NadD block | Rpn11 inh | Rin1-Abl PPI inh | CSN inh | SKN-1 inh | FAS TE block | Neddyl block
Shown for `Cc1cc(C)n(/C(=C\N(C)C)C(=O)c2cccc([N+](=O)[O-])c2)n1` : 7 | 1 | -4 | i | 0 | 4 | 0 | -5 | i
Shown for `O=C(CN1C(=O)c2ccccc2C1=O)N(CCO)Cc1ccccc1` : -1 | -2 | -4 | i | 3 | -1 | 8 | -4 | i
Shown for `CNS(=O)(=O)c1cccc(C(=O)OCC(=O)N(Cc2ccccc2)C(C)(C)C)c1` : -16 | -4 | -11 | i | -1 | 4 | -5 | 2 | i
Shown for `O=C(Cn1ncn2c(cc3ccccc32)c1=O)NCCC1=CCCCC1` : -1 | -5 | 8 | i | 5 | 8 | 5 | 5 | i

Further entries
SMILES	PABP1 MLLE inh	MT1-MMP act inh	NadD block	Rpn11 inh	Rin1-Abl PPI inh	CSN inh	SKN-1 inh	FAS TE block	Neddyl block
C/C(N)=C(/C#N)C(=O)CN1CCCCC1	12	0	3	i	-1	-2	-3	-7	i
CCC(CO)Oc1cc(NCc2ccccc2)c2ncn(C(C)C)c2c1 (centres undefined)	4	3	3	i	1	-1	4	-6	i
O=C(Nc1ccccc1)C(Cc1ccccc1)NC(=O)C12CC3CC(CC(C3)C1)C2 (centres undefined)	-8	-2	0	i	6	1	11	-4	i
COC(=O)/C=C1\SC(=Nc2ccc(OC)cc2)NC1=O	-55	0	7	i	1	-5	11	-6	i
CC(OC(=O)c1cc2sccc2n1C)C(=O)NC(C)(C)C (centres undefined)	1	8	1	i	2	1	-11	-3	i
O=[N+]([O-])c1ccc(-n2nnnc2CN2CCOCC2)cc1	8	-1	-6	i	0	-3	5	-6	i
CCc1ccccc1N1CC(C(=O)Nc2cc(S(=O)(=O)N3CCCC3)ccc2Cl)CC1=O (centres undefined)	-10	2	6	i	2	-5	-2	-4	i
Nc1ccc(Nc2ccccc2)cc1	5	44*	4	i	4	3	-1	-9	i
Cc1ccc(C(=O)NC(C)CCc2ccccc2)cc1[N+](=O)[O-] (centres undefined)	-16	0	0	i	1	-6	17	74*	i
O=c1c2ccccc2nnn1CSc1nnc2ccccn12	-14	5	3	i	1	5	-5	-5	i
COC(=O)[C@@]12CCCCN1[C@H](c1ccc(-c3ccc(F)cc3)c(OC)c1)[C@H]1C(=O)N(C)C(=O)[C@H]12	-8	-10	-3	i	1	-1	-17	47	i
CCOC(=O)N1CCN(CCC(=O)Nc2cccc(Cl)c2C)CC1	-12	-2	-8	i	2	-4	2	-5	i
CCOC(=O)Nc1ccc2c3c(cccc13)-c1ccccc1-2	4	-17	-5	i	0	0	17	2	.
Cc1nn(CC(=O)Nc2nnc(CC(=O)N3CCCC3)s2)c(=O)c2ccccc12	7	1	-4	i	1	-2	-12	-10	i
O=S(=O)(c1ccc2c(c1)N(Cc1ccc(Cl)cc1)C1CCCN21)N1CCOCC1 (centres undefined)	-18	4	17	i	1	1	2	-8	i

Some of these compounds in order of molecular weight, ascending.
SMILES	PABP1 MLLE inh	MT1-MMP act inh	NadD block	Rpn11 inh	Rin1-Abl PPI inh	CSN inh	SKN-1 inh	FAS TE block	Neddyl block
O=[N+]([O-])c1ccc(-n2nnnc2CN2CCOCC2)cc1	8	-1	-6	i	0	-3	5	-6	i
COC(=O)/C=C1\SC(=Nc2ccc(OC)cc2)NC1=O	-55	0	7	i	1	-5	11	-6	i
CCC(CO)Oc1cc(NCc2ccccc2)c2ncn(C(C)C)c2c1 (centres undefined)	4	3	3	i	1	-1	4	-6	i
COC(=O)[C@@]12CCCCN1[C@H](c1ccc(-c3ccc(F)cc3)c(OC)c1)[C@H]1C(=O)N(C)C(=O)[C@H]12	-8	-10	-3	i	1	-1	-17	47	i
CCc1ccccc1N1CC(C(=O)Nc2cc(S(=O)(=O)N3CCCC3)ccc2Cl)CC1=O (centres undefined)	-10	2	6	i	2	-5	-2	-4	i

Next section:
SMILES	PABP1 MLLE inh	MT1-MMP act inh	NadD block	Rpn11 inh	Rin1-Abl PPI inh	CSN inh	SKN-1 inh	FAS TE block	Neddyl block
COC(=O)c1cc2nc(-c3ccccc3)cc(C)n2n1	-24	6	-1	i	3	-3	-7	-7	.
CC(C)Cc1ccc(S(=O)(=O)NCC2CCCO2)cc1 (centres undefined)	-16	5	7	i	-1	-5	-7	0	i
COc1ccc(S(=O)(=O)N2CCN(CC(=O)NCC3(N4CCOCC4)CCCCC3)CC2)cc1	8	-3	0	i	0	1	4	0	i
O=C(COc1ccc(S(=O)(=O)NCCc2ccccc2)cc1)N1CCCC1	-5	-1	2	i	7.8*	-3	2	-7	i
CCN1CCN(c2oc(/C=C/c3ccccc3)nc2C#N)CC1	7	5	-7	i	-4	2	-14	10	.
O=C(C[C@H]1C/C=C\CC[C@H](Cc2ccc(F)cc2)C(=O)OC[C@@H](Cc2c[nH]c3ccccc23)NC1=O)NCCO	4	0	-12	i	4	0	5	1	i
CC1CCCN(C2=C(Cl)C(=O)N(c3cccc(Cl)c3)C2=O)C1 (centres undefined)	20	2	1	i	3	4	15	15	i
COc1ccc(CC(=O)Nc2cccc(/C(C)=N/NC(=O)C3(C)CC3(Br)Br)c2)cc1 (centres undefined)	-14	3	-2	i	-1	2	9	12	i
CC[C@@H]1C/C=C\Cc2ccccc2[C@H](C(=O)C[C@H](O)CC(C)=O)OC1=O	-7	-2	3	i	1	3	-4	-6	i
CC(=O)C1C(c2cccc([N+](=O)[O-])c2)C2C(C)=NN=C2CC1(C)O (centres undefined)	13	5	1	i	-4	5	10	-8	i
CC(=O)Nc1ccc(N2C(=O)CCC2=O)cc1C	-2	2	2	i	-2	1	-1	-3	i

High-throughput results deposited in PubChem BioAssay by several laboratories.
